OX1R FRET antag: blocks the human orexin 1 receptor. OX1R-expressing cells, FRET antagonist read-out. inhibition, % at 6.6 µM. 330,000 tested, 1.8% active; in the data active = inhibition mostly above about 38%, no sharp cut-off; inactive = mostly below about 40%;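 also: 0% = agonist challenge alone and 100% = reference antagonist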
Target sequence (O43613 whole entry, looked up): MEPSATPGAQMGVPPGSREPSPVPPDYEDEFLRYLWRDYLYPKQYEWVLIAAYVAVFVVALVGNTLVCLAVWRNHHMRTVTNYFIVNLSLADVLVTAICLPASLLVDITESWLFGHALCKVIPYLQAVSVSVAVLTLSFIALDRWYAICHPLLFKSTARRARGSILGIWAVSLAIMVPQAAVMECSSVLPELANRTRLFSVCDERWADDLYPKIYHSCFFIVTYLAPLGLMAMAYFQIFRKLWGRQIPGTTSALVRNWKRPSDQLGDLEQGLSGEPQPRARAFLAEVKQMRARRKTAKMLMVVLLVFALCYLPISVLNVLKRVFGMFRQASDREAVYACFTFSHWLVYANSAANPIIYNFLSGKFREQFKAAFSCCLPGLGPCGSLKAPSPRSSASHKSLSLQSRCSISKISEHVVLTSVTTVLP
STK33 inh: blocks human STK33 kinase activity. Q9BYT3. purified STK33, MBP phosphorylation, ADP-Glo luminescence. inhibition, % at 10 µM. 320,000 tested, 0.073% active;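 active = inhibition at or above 25%, using the most active replicate where run in duplicate; inactive = inhibition below 25%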
Target sequence (Q9BYT3 whole entry, looked up): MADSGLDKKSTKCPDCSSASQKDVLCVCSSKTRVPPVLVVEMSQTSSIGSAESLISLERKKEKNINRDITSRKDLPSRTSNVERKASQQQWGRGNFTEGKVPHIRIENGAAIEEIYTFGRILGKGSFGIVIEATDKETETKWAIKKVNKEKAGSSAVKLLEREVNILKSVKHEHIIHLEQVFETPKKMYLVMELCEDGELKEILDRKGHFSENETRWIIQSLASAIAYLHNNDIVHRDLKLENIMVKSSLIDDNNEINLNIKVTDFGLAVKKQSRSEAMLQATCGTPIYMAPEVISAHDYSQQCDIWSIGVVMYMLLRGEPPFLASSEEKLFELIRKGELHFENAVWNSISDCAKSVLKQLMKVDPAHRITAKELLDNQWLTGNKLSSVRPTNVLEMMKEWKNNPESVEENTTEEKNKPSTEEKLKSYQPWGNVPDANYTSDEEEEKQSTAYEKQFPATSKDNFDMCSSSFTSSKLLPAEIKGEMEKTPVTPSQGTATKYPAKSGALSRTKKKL
The depositor's hits bear a star.

For CCCCn1nc2cc(C(=O)NCC34CC5CC(CC(C5)C3)C4)ccc2c1OCC the results were OX1R FRET antag 11 and STK33 inh -0.1.
`COc1ccc(NC(=O)/C(=C\c2ccc(F)cc2)NC(=O)c2ccco2)cc1` gave OX1R FRET antag 7 and STK33 inh 1.0.
`COc1cccc(N2CCN(C(=O)c3cc4c(OC)c(OC)c(OC)cc4[nH]3)CC2)c1` gave OX1R FRET antag -4 and STK33 inh -0.1.
For CSc1cccc(NC(=O)CSc2nnc(C)s2)c1 the results were OX1R FRET antag 8 and STK33 inh -0.6.
For CNC(=S)NC1CC2CCC(C1)N2Cc1ccccc1 (stereo not drawn) the results were OX1R FRET antag 6 and STK33 inh -0.9.
COc1ccc([C@H]2CC(=O)C=C(c3cccc(CO)c3)C2)cc1 was read as OX1R FRET antag 10 and STK33 inh -0.5.
`Cc1cc2ncn(CC(O)COC3CCCCC3)c2cc1C` (stereo not drawn) gave OX1R FRET antag 38 and STK33 inh 3.9.
Screening O=C(O)c1ccc(NCCC2=CCCCC2)c([N+](=O)[O-])c1 returned OX1R FRET antag 16.
For Cc1ccc(N(CC(O)Cn2c3ccccc3c3ccccc32)S(C)(=O)=O)cc1 (stereo not drawn) the results were OX1R FRET antag 31 and STK33 inh -0.6.
Screening Cn1ncc2c(Nc3cccc([N+](=O)[O-])c3)ncnc21 returned OX1R FRET antag 28 and STK33 inh -0.9.
Screening COc1cc(C=C2C(=O)OC(C)(C)OC2=O)ccc1OCC(=O)Nc1ccccc1 returned OX1R FRET antag 9 and STK33 inh -0.6.
For Cc1cccc(C(=O)Nc2ccccc2C(=O)Nc2ccc(C(=O)O)cc2)c1 the results were OX1R FRET antag 31 and STK33 inh -0.3.
`CN(C)c1nc(N)nc(CSc2nnnn2-c2cccc3ccccc23)n1` gave OX1R FRET antag 19 and STK33 inh -1.0.
Screening COc1ccc(C(=O)NCCNC(=O)c2cnccn2)cc1 returned OX1R FRET antag 4 and STK33 inh -0.1.
CCSc1ccc([C@@H]2[C@@H]3C(=O)N(CC)C(=O)[C@@H]3[C@]3(C(=O)OC)CCCN23)cc1 was read as OX1R FRET antag 15 and STK33 inh -1.3.
Screening Cc1nc(=O)c(-c2ccccc2)c(C)n1-c1ccc(O)c(C(=O)O)c1 returned OX1R FRET antag 10 and STK33 inh -1.0.
CC(C)c1nc(NCCO)c(C#N)c2c1CCCC2 was read as OX1R FRET antag 7 and STK33 inh 3.0.
`COC(=O)c1cc(NC(=O)CC2SCCNC2=O)cc(C(=O)OC)c1` (stereo not drawn) gave OX1R FRET antag 1 and STK33 inh -1.2.
`CCCc1nc2ccccc2c(=O)n1-c1c(C)n(C)n(-c2ccccc2)c1=O` gave OX1R FRET antag 8 and STK33 inh -0.8.
For COc1ccc(-c2[nH]ncc2CN2C[C@@H]3CCC[C@H]2C3)c(F)c1 the results were OX1R FRET antag 4 and STK33 inh -1.1.
CC(C)=CCN1CCN(CCCn2cccn2)CC1CCO (stereo not drawn) was read as OX1R FRET antag 1 and STK33 inh 0.3.
`CCOc1ccccc1NC(=O)C(OC(=O)c1cc(C)oc1C)c1ccccc1` (stereo not drawn) gave OX1R FRET antag 19 and STK33 inh 0.1.
Cc1nn2c(C(F)(F)F)cc(-c3ccc(Cl)cc3)nc2c1C(=O)N1CCOCC1 was read as OX1R FRET antag 17 and STK33 inh -0.4.
CCCCCCCCSc1n[nH]c(N)n1 was read as OX1R FRET antag 4 and STK33 inh -1.2.
Screening CCOC(=O)/C(=C/c1c2ccccc2cc2ccccc12)NC(=O)c1ccccc1 returned OX1R FRET antag 52 and STK33 inh -0.8.
`O=C(COc1ccccc1)Nc1ccc(S(=O)(=O)N2CCOCC2)cc1` gave OX1R FRET antag 6 and STK33 inh -0.4.
CN(C)CCCOC(=O)COc1ccc(Br)cc1 was read as OX1R FRET antag 4 and STK33 inh -1.1.
COc1cccc2c1O/C(=N\O)C(C(=O)Nc1cccc(Br)c1)C2 (stereo not drawn) was read as STK33 inh 0.2.
CCOc1ccc(S(=O)(=O)N2CCN(C(=O)Cc3ccc(S(=O)(=O)N4CCOCC4)s3)CC2)cc1 was read as OX1R FRET antag 20 and STK33 inh 1.6.
Screening CCCCCC(=O)NNC(=O)c1ccc(F)cc1 returned OX1R FRET antag 10 and STK33 inh 0.1.
`Cn1c(=O)c2c(nc(CN3CCOCC3)n2CC(O)CO)n(C)c1=O` (stereo not drawn) gave OX1R FRET antag 4 and STK33 inh -1.6.
For Cc1ccc(NC(=O)c2cnn(C)c2)cc1[N+](=O)[O-] the results were OX1R FRET antag 24 and STK33 inh -0.1.
`C/C(=N/OCO/N=C(\C)c1ccc(F)cc1F)c1ccc(F)cc1F` gave OX1R FRET antag 12 and STK33 inh -1.1.
`CC1(C)NC(=O)N(CC(O)COc2cccc(F)c2)C1=O` (stereo not drawn) gave OX1R FRET antag 6 and STK33 inh -0.5.
For COC(=O)c1ccc(COc2ccc(C3C4=C(CCCC4=O)Nc4onc(C)c43)cc2)cc1 (stereo not drawn) the results were OX1R FRET antag 28 and STK33 inh -1.9.
CCOc1ccccc1NC(=O)N1C2CCCC1CC(NC(=O)C1CC1)C2 (stereo not drawn) was read as OX1R FRET antag 17 and STK33 inh -0.3.
Screening O=C(CSc1ccc(-c2cccnc2)nn1)N1CCCCC1 returned OX1R FRET antag -1 and STK33 inh -1.2.
For CC12CC(NC(=O)N1c1ccc(C(=O)N3CCN(c4ccc(F)cc4)CC3)cc1)c1ccccc1O2 (stereo not drawn) the results were OX1R FRET antag 10 and STK33 inh 0.1.
Screening O=[N+]([O-])c1ccccc1S(=O)(=O)NCc1ccco1 returned OX1R FRET antag 16 and STK33 inh 0.4.
For CCCCC(CC)C(=O)NCC(C)NC(=O)C(CC)CCCC (stereo not drawn) the results were OX1R FRET antag 8 and STK33 inh 0.3.
COc1ccc(OS(=O)(=O)c2c(C)noc2C)cc1 was read as OX1R FRET antag 0 and STK33 inh 0.2.
Screening O=C1CC(NS(=O)(=O)c2cccnc2)CN1c1cccc(F)c1 (stereo not drawn) returned OX1R FRET antag 10 and STK33 inh -2.1.
`COc1cccc(N2CCN(C(=O)c3ccc(CS(=O)Cc4ccc(Cl)cc4)o3)CC2)c1` (stereo not drawn) gave OX1R FRET antag 2 and STK33 inh 0.3.
For COCc1ccc(CN2CCC(Oc3ccc(C(=O)NCc4ccccn4)cc3)CC2)o1 the results were STK33 inh 0.3.
`Cc1ccc(S(=O)(=O)Nc2ccc(NC(=O)c3ccc(F)cc3)cc2)cc1` gave OX1R FRET antag 3 and STK33 inh -0.6.
CCN(CC)CCn1c2c(c(SCC(=O)Nc3ccc(C)c(F)c3)nc1=O)CCCC2 was read as OX1R FRET antag 21 and STK33 inh -0.3.
Screening CC(C)CN(C(=O)C(c1ccccc1)c1ccccc1)c1c(N)n(CC(C)C)c(=O)[nH]c1=O returned OX1R FRET antag 8 and STK33 inh -2.2.
O=C(CCC1CC(=O)Nc2ccccc21)NCc1ccccc1 (stereo not drawn) was read as OX1R FRET antag 7 and STK33 inh -0.8.
Screening O=C(COC(=O)[C@@H]1CC(O)CN1S(=O)(=O)c1ccc(Cl)cc1)NC(=O)NCc1ccccc1 (stereo partly drawn) returned OX1R FRET antag 9 and STK33 inh 0.0.
`CC1Cc2nc(SCC(=O)N3CCc4ccccc43)n(C)c(=O)c2S1` (stereo not drawn) gave OX1R FRET antag 15 and STK33 inh 0.3.
For COc1ccc(CNC(=O)CCCSc2ccccc2)cc1 the results were OX1R FRET antag 21 and STK33 inh -1.9.
For CCOc1ccc(-n2nc3ccc(NC(=O)c4ccc5c(c4)OCCO5)cc3n2)cc1 the results were OX1R FRET antag 7 and STK33 inh -0.9.
N#CC1(C#N)COC23CCCCC2C1(C#N)C(=N)O3 (stereo not drawn) was read as OX1R FRET antag 16 and STK33 inh -0.1.
For COc1ccc(C(=O)NCC2(N3CCCCC3)CCCCC2)cc1S(=O)(=O)N(C)C the results were OX1R FRET antag 15 and STK33 inh -0.8.
`Cc1ccc(C)c(S(=O)(=O)Nc2ccccc2C(=O)Nc2cc(C)on2)c1` gave OX1R FRET antag 36* and STK33 inh -2.3.
`COc1ccc(C)cc1Nc1nc(C)nc2sc(C)cc12` gave OX1R FRET antag 4 and STK33 inh -2.5.
For Cc1oc2cc(O)cc(C)c2c(=O)c1-c1cnn(-c2ccccc2)c1 the results were OX1R FRET antag 58 and STK33 inh -1.8.
Screening O=C(CSc1nnc(C2CC2)n1CC1CCCO1)Nc1ccc(Cl)cc1 (stereo not drawn) returned OX1R FRET antag 4 and STK33 inh -2.4.
Screening COc1ccc(NS(=O)(=O)c2ccc(C(=O)N3CCN(Cc4ccccc4)CC3)cc2)cc1 returned OX1R FRET antag 13 and STK33 inh -1.6.
For CCCn1c(SCC(=O)N2c3ccccc3Sc3ccccc32)nc2ccccc21 the results were OX1R FRET antag 54 and STK33 inh 1.2.

The closing 3 records of the section above are carried over, then new ones follow.
Screening O=C(CSc1nnc(C2CC2)n1CC1CCCO1)Nc1ccc(Cl)cc1 (stereo not drawn) returned OX1R FRET antag 4 and STK33 inh -2.4.
Screening COc1ccc(NS(=O)(=O)c2ccc(C(=O)N3CCN(Cc4ccccc4)CC3)cc2)cc1 returned OX1R FRET antag 13 and STK33 inh -1.6.
For CCCn1c(SCC(=O)N2c3ccccc3Sc3ccccc32)nc2ccccc21 the results were OX1R FRET antag 54 and STK33 inh 1.2.
For O=C(CSc1nnc(-c2ccccc2Cl)o1)Oc1ccc(Br)cc1 the results were OX1R FRET antag 14 and STK33 inh -1.9.
Screening COc1ccc(S(=O)(=O)N2CCN(c3c(C)cccc3C)CC2)cc1OC returned OX1R FRET antag 14 and STK33 inh 0.6.
COC(=O)c1cccc(NC(=O)CN2C(=O)c3ccccc3C2=O)c1 was read as OX1R FRET antag 20 and STK33 inh 1.6.
`CCOC(=O)CN(C(=O)Cn1nnc2ccccc21)C(C(=O)NCCOC)c1ccccc1C` (stereo not drawn) gave OX1R FRET antag 11 and STK33 inh -3.7.
O=C(NC1CCCCC1)c1ccc(Br)o1 was read as OX1R FRET antag 17 and STK33 inh -0.6.
Screening CCn1c(SCC(=O)Nc2ccc(OC)cc2)nc2c1c(=O)n(C)c(=O)n2C returned OX1R FRET antag 15 and STK33 inh -0.1.
`O=[N+]([O-])c1ccc(/C=[N+](\[O-])[C@@H]2CCCC[C@@H]2/[N+]([O-])=C/c2ccc([N+](=O)[O-])o2)o1` gave OX1R FRET antag 42* and STK33 inh 0.2.
For CCC(C)[C@H](NC(=O)N1CCn2c1nc1ccccc12)C(=O)NCCc1ccccc1 (stereo partly drawn) the results were OX1R FRET antag 50 and STK33 inh -2.9.
For CC(C)c1nnc(NC(=O)Cc2ccccc2[N+](=O)[O-])s1 the results were OX1R FRET antag 29 and STK33 inh 1.5.
Cc1cccc(NC(=S)N(CCN2CCOCC2)Cc2cc3cc4c(cc3[nH]c2=O)OCCO4)c1 was read as OX1R FRET antag 14 and STK33 inh -0.3.
`CCC(=O)NC(c1ccc([N+](=O)[O-])cc1)c1c(O)ccc2ccccc12` (stereo not drawn) gave OX1R FRET antag 16 and STK33 inh 0.9.
Screening CCOc1ccc(NC(=O)CN(C)C(=O)c2ccncc2)cc1OCC returned STK33 inh -1.3.
Screening O=C(NCc1ccc(Cl)cc1)C(=O)NCC1OCCN1S(=O)(=O)c1ccc2c(c1)OCCO2 (stereo not drawn) returned OX1R FRET antag -7 and STK33 inh -1.3.
Screening CC(C)Oc1ccc(CNCCC2(C(C)C)CCOC(C)(C)C2)cc1 (stereo not drawn) returned OX1R FRET antag 8 and STK33 inh -0.4.
`Cc1cccc(N/C=C/C(=O)c2cccs2)c1C` gave OX1R FRET antag 15 and STK33 inh -0.2.
Cn1ccc2ccc(C3=CC(=O)C[C@H](c4ccc(F)cc4)C3)cc21 was read as OX1R FRET antag 10 and STK33 inh -0.2.
For O=C(NCCCN1CCOCC1)c1sc2cc([N+](=O)[O-])ccc2c1Cl the results were OX1R FRET antag 93* and STK33 inh 7.0.
For CCOC(=O)CNC(c1ccccc1)c1cc(Br)ccc1NC(=O)OCC (stereo not drawn) the results were OX1R FRET antag 16 and STK33 inh -0.3.

Compounds from the list above containing an NH in an aromatic ring:
`COc1cccc(N2CCN(C(=O)c3cc4c(OC)c(OC)c(OC)cc4[nH]3)CC2)c1` gave OX1R FRET antag -4 and STK33 inh -0.1.
For COc1ccc(-c2[nH]ncc2CN2C[C@@H]3CCC[C@H]2C3)c(F)c1 the results were OX1R FRET antag 4 and STK33 inh -1.1.
CCCCCCCCSc1n[nH]c(N)n1 was read as OX1R FRET antag 4 and STK33 inh -1.2.
Screening CC(C)CN(C(=O)C(c1ccccc1)c1ccccc1)c1c(N)n(CC(C)C)c(=O)[nH]c1=O returned OX1R FRET antag 8 and STK33 inh -2.2.
Cc1cccc(NC(=S)N(CCN2CCOCC2)Cc2cc3cc4c(cc3[nH]c2=O)OCCO4)c1 was read as OX1R FRET antag 14 and STK33 inh -0.3.
